Assay outcomes from PubChem.
Mm-Cpn inhibitor = Inhibitors of TCP-1 ring complex (TRiC) of Methanococcus maripaludis (MmCpn): qHTS | purified Mm-Cpn ATPase, ADP Transcreener TR-FRET | Potency, µM (titrated, usually from 76.9 µM), without a hit: at the top dose activity, negative = inhibition, most hits filed as inhibitors | 330,000 compounds, 0.031% hits | AID 504842, 2011; also: potency is read from the fitted curve at half-maximal effect; % is scaled to controls: 0 for no effect and ±100 for the full control effect; nearly all actives have a fitted effect of over 80% in size
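Reaction buffer contained 30 mM Tris pH 7.4, 100 mM KCl, 5 mM MgCl2 and 1 mM DTT. Mm-CPN (25 nM final) hydrolysed 10 uM ATP over 30 min at 37°C; ADP was read by HTRF.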
EPAC2 agonist = qHTS for Agonist of cAMP-regulated guanine nucleotide exchange factor 4 (EPAC2): primary screen. Rap guanine nucleotide exchange factor 4 (Homo sapiens), Q8WZA2. EPAC2 activation, biochemical qHTS; response scale: 100% = 6.5 mM cAMP response. Potency, µM (top dose mostly 154 µM), for inactives: at the highest dose activation, usual class: activators. 360,000 compounds, 0.079% hits; also: potency is read from the fitted curve at half-maximal effect; nearly all actives have a fitted effect of over 50% in size
Target sequence (Q8WZA2 whole entry, looked up): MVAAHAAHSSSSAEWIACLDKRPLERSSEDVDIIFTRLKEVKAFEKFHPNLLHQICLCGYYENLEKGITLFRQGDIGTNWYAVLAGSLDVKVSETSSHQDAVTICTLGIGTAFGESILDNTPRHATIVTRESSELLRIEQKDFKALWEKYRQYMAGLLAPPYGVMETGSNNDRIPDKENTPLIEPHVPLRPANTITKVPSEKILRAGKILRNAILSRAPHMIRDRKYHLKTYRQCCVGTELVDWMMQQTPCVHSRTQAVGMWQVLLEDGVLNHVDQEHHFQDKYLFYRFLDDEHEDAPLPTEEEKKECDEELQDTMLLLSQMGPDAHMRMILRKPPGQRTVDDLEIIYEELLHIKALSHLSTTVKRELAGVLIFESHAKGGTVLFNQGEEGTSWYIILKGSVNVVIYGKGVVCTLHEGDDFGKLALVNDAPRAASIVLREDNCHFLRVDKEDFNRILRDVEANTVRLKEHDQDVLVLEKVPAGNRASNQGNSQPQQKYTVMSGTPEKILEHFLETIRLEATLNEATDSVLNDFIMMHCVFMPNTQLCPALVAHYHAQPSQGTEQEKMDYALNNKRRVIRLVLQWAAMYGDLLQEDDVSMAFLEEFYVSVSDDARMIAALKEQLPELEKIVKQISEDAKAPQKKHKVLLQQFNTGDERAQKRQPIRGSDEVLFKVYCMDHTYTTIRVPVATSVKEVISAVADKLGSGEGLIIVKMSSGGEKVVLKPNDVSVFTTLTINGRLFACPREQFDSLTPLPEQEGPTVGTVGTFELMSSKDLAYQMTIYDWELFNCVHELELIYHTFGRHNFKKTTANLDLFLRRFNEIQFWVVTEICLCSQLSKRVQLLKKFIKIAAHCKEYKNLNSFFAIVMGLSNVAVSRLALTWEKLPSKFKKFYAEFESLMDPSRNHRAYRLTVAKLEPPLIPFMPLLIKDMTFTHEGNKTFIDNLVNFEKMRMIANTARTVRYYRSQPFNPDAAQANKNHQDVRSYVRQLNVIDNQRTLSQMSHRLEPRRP
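In this primary screen, activation is scored as increased exchange of BODIPY-GDP from Rap1B by 100 nM EPAC2, with 50 uM GDP as competitor. Signal is normalized to the 6.5 mM cAMP agonist control.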
EPAC2 antag = qHTS for Antagonist of cAMP-regulated guanine nucleotide exchange factor 2 (EPAC2): primary screen | Rap guanine nucleotide exchange factor 4 (Homo sapiens), Q8WZA2 | EPAC2 GEF exchange of Rap1B-BODIPY-GDP, fluorescence | Potency, µM (series often up to 114 µM), for the others: top-dose activity, negative = inhibition, usual class: inhibitors | 360,000 compounds, 0.18% hits | AID 720708, 2013; also: potency is read from the fitted curve at half-maximal effect; % is scaled to controls: 0 for no effect and ±100 for the full control effect; nearly all actives have a fitted effect of over 45% in size; many of its hits are not listed in these tables
CCT chaperon mod = High-Throughput Screening for Modulators of Cytosolic Chaperonin Activity. purified chaperonin ATPase assay, HTRF ADP detection, 30 min. activity change, % (no concentration beside the values), hits read low. 360,000 compounds, 0.3% hits. AID 651819, 2012; in the data active = activity change below about -30%; also: % is scaled to controls: 0 for no effect and ±100 for the full control effect
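Enzyme 40 or 20 nM (batch-dependent) in Tris pH 7.4/KCl/MgCl2/DTT; cpd 76 uM single point; ATP 10 uM; 30 min 37 °C; Transcreener ADP HTRF detection, 30 min RT; ratio 665/615.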
Nrf2 activator = qHTS of Nrf2 Activators | Potency, µM (series often up to 46.1 µM), inactives show top-dose activation, actives largely listed as activators | AREc32 ARE-luciferase reporter (MCF7-derived line), luminescence, 24 h | 410,000 compounds, 0.31% hits | AID 624171, 2012; also: potency is read from the fitted curve at half-maximal effect; % of control where 0% means no effect; nearly all actives have a fitted effect of over 65% in size
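Nrf2 activation is followed as ARE-luciferase induction in the AREc32 line after one day of compound treatment; luminescence is read with Steady-Glo.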
A549 tox = Nrf2 qHTS screen for inhibitors: counterscreen for cytotoxicity; A549 ARE-Fluc cells, CellTiter-Fluor viability, 18-24 h; Potency, µM (top dose mostly 46 µM), for the others: at the top dose activity change, negative = cytotoxicity, usual class: inhibitors; 390,000 compounds, 0.16% hits; also: potency is read from the fitted curve at half-maximal effect; % is scaled to controls: 0 for no effect and ±100 for the full control effect
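A549 ARE-Fluc cells in 5% FBS OPTI-MEM, 5000 cells/well, rested 2 h then exposed to compounds in concentration-response for 18-24 h at 37 °C. Viability by CellTiter-Fluor fluorescence (Ex 405/Em 525) after 30 min; luciferase luminescence (BugLite, 15 min, RT) read afterwards.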
TGFb SMAD3 inh = qHTS for Inhibitors of TGF-b. HepG2 CAGA-GFP TGF-b/SMAD3 reporter, GFP fluorescence, 18 h; TGF-beta stimulated, 500 pg/mL final. Potency, µM (series often up to 46.1 µM), without a hit: at the highest dose activity, negative = inhibition, hits mostly inhibitors. 410,000 compounds, 1.2% hits. AID 588855, 2011; also: potency is read from the fitted curve at half-maximal effect; % is scaled to controls: 0 for no effect and ±100 for the full control effect; nearly all actives have a fitted effect of over 65% in size
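Inhibition of TGF-beta-driven CAGA-GFP reporter expression in HEPG2 cells is measured by cellular GFP fluorescence after 18 h stimulation with 500 pg/mL recombinant TGF-beta in 1% FBS medium at 37 degrees C.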
Nrf2 inh = Nrf2 qHTS screen for inhibitors; A549 ARE-Fluc reporter, luciferase luminescence, 18-24 h; Potency, µM (doses to about 46 µM), inactives show top-dose activity change, negative = inhibition, actives largely listed as inhibitors; 360,000 compounds, 2.1% hits; AID 504444, 2011; also: potency is read from the fitted curve at half-maximal effect; % is scaled to controls: 0 for no effect and ±100 for the full control effect; nearly all actives have a fitted effect of over 60% in size
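Nrf2 activity is the BugLite luminescence, read 15 min after reagent at room temperature, following CellTiter-Fluor cytotoxicity readout (30 min, 37C). Compound titrations were applied for 18-24 h to 5000 A549 ARE_Fluc cells/well in 5% FBS OPTI-MEM.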
pAkt inh = HTS Assay for Inhibitors of Akt Phophorylation: Primary Screen; activity change, % for hits at 50 µM; Neuro2A IGF-stimulated pAkt S473 HTRF, 20 min; active compounds read low; AID 651550, 2012; 360,000 compounds, 0.32% hits; in the data active = activity change below about -80%; inconclusive = mostly about -51% to -80%; also: % is scaled to controls: 0 for no effect and ±100 for the full control effect
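Neuro2A cells (4,500/well, DMEM with 0.5% FBS) were treated with compound at a single 50 µM final concentration, stimulated with 6 nM IGF for 20 min at 37 °C, and lysed. Phospho-Akt Ser473 was read by HTRF as 665/615 ratio ×10^4.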
* marks the source's active call; other numbers are inactive results; i = inactive; ? = inconclusive; / = not tested or not shown; & = joins results of further samples; [ ] = dose if it differs, or a comment. Unless noted, calls follow the shape of the dose curve; as a rule, active = well fitted curve in the direction sought with a large enough effect; inconclusive = small, poorly fitted or top-dose-only effect, or another doubt; inactive = no such curve, though single readings can be large; an effect the other way counts as inactive or inconclusive.

Order of results – pAkt inh | CCT chaperon mod | Nrf2 inh | EPAC2 agonist | EPAC2 antag | Nrf2 activator | Mm-Cpn inhibitor | A549 tox | TGFb SMAD3 inh
NCCCC[C@@H]1NC(=O)c2cc([N+](=O)[O-])cc(F)c2NCCCC[C@@H](C(N)=O)NC(=O)[C@H](CCC(N)=O)NC1=O
→ i | -0.4 | 9% | 1% | 2% | -1.1% | -1% | 0% | 2%
CCO[C@@H]1OC(C(N)=O)=C[C@H](C(C)(C)C)[C@H]1CCCO
→ i | -1.4 | 4% | 3% | 2% | -1.1% | / | -6% | -24%
COc1cc([N+](=O)[O-])ccc1NC(=O)COC(=O)c1n[nH]c2ccccc12
→ i | -1.1 | -18% | 27% | -10% | 7.3% | 2% | 6% | -5%
COC(=O)c1cc(OC)c(OC)cc1N=CC1=C(O)CC(C)(C)CC1=O
→ i | -0.1 | / | -21% | 7% | 3.3% | 2% | -7% | 26%
COc1ccc(OC)c(NC(=O)CN2C(=O)NC(C)(c3ccc4c(c3)OCCO4)C2=O)c1 (stereo not given)
→ i | 0.7 | -3% | 9% | 1% | 0.4% | 2% | -1% | 11%
O=C(Cc1ccccc1F)Nc1cc(S(=O)(=O)N2CCCCC2)ccc1N1CCOCC1
→ i | -2.7 | / | 0% | 1% | -0.4% | / | / | 4%
COc1ccc(CCNC(=O)c2cc3c(s2)-c2ccccc2OC3)cc1OC
→ / | / | 23µM* | / | / | -0.1% | / | 2% | -21%
COCCCNC(=O)[C@H](CSCc1ccccc1)N1Cc2ccccc2C1=O
→ i | -3.3 | 5% | 11% | -12% | -0.1% | 1% | 4% | 11%
Cc1cc(N=Cc2c(O)ccc3cc(Br)ccc23)no1
→ i | 1.8 | 14% | 6% | -13% | -0.3% | -1% | -7% | 34%[activator]
CCC(C(=O)O)n1nnc(-c2ccc(-c3ccc(OC)cc3)cc2)n1 (stereo not given)
→ i | 1.6 | 26% | 4% | -1% | 0.5% | 2% | 0% | -6%
CCOC(=O)C1CCN(C(=O)Cn2nc(C)n3c(cc4sccc43)c2=O)CC1
→ / | / | 0% | / | / | -0.9% | / | -9% | ?
COc1cccc(OCC(=O)NN=C2c3ccccc3-c3ccccc32)c1
→ i | 0.2 | 18µM* | 0% | -3% | -0.7% | -2% | 2%[1.84 µM] | 0%
COc1cc(C[C@@H]2C(=O)OC[C@H]2Cc2ccc(OC)c(OC)c2)ccc1O
→ i | -0.5 | -5% | 3% | -6% | 0.9% | 1% | -1% | ?
COc1cccc(NC(=O)CN(C)C(=O)/C=C/c2ccc3ccccc3n2)c1
→ i | 1.2 | -22% | 1% | 0% | 9.9% | -2% | -11% | -8%
C/C(=N\NC(=O)c1cccc(C)c1O)c1ccc(NC(=O)Cc2ccccc2)cc1
→ i | 0.9 | ? | 4% | 13% | -0.5% | 1% | -1% | -23%
O=C(COC(=O)c1cccc(S(=O)(=O)N2CCCCC2)c1)NCc1ccccc1
→ i | 5.3 | 2% | 5% | -8% | -0.6% | -2% | 3% | 5%
COCCn1c(=O)[nH]c(=O)c2cc(C(=O)c3cc(OC)ccc3O)cnc21
→ i | -1.4 | -6% | -4% | -4% | 4.0% | 1% | -1% | 10%
O=[N+]([O-])c1ccc(O)c(C=Nc2ccc3nc(-c4ccccc4)[nH]c3c2)c1
→ i | 1.3 | ? | 0% | 9% | 19% | -3% | 0% | -10%
CN(C)c1cccc(C(=O)N2CCCC(CCC(=O)NCc3ccccc3F)C2)c1 (stereo not given)
→ i | -0.4 | -11% | 7% | 2% | -0.4% | -3% | -3% | ?
C=CCSc1nnc(CNS(=O)(=O)c2ccc(C)cc2)n1C
→ i | -2.7 | 2% | 9% | 0% | -0.1% | -2% | 6% | 16%
COC(=O)c1cc(NS(=O)(=O)c2ccc(N3CCC(C)CC3)c([N+](=O)[O-])c2)cc(C(=O)OC)c1
→ i | -1.6 | ? | 2% | -3% | -0.7% | 2% | -14% | ?
Cc1cccc(OCc2nnc(SCC(=O)NC3CCCC3)n2C)c1
→ i | -3.4 | 20% | 6% | 4% | 0.3% | 0% | -3% | -24%
CS(=O)(=O)NCc1ccc(C(=O)NC2CCCCC2)cc1
→ i | 1.9 | 13% | -2% | 9% | 0.2% | 0% | 19% | 17%
COCC(=O)N1CCC(n2nnc3cc(F)ccc32)CC1
→ i | 2.5 | 6% | 5% | 1% | -0.3% | 0% | -1% | -9%
COc1ccc(C2CC(c3cccs3)=NN2C(=O)COC(=O)C2CCCCC2)cc1OC (stereo not given)
→ i | 2.4 | 3% | 5% | -3% | -0.7% | -5% | -6% | 4%
CCc1ccc(N2C(=O)C3CCCN3C2=S)cc1 (stereo not given)
→ i | 1.3 | 15% | 12% | 2% | 3.8% | 0% | 0% | 4%
COc1cccc(C(=O)Oc2c(Br)cc(Br)cc2/C=N/NC(=O)c2cc(C)[nH]n2)c1
→ i | -2.7 | ? | 3% | -14% | -0.5% | -3% | -17% | -20%
Cc1ccnc(NC(=S)NC(=O)c2cncc(Br)c2)c1
→ i | -2.5 | 12% | -15% | -16% | 0.2% | -7% | 2% | -5%
COc1ccc(C2C(C(=O)O)CC(=O)N2c2ccc(OC)cc2)cc1 (stereo not given)
→ i | -2.9 | ? | 2% | 4% | -0.6% | -1% | -22% | -7%
COc1ccc(-c2noc(N3CCC(C(=O)Nc4cc(OC)ccc4OC)CC3)n2)cc1
→ i | 0.1 | -29% | ? | -4% | 3.0% | 0% | 1% | -15%
O=C(O)COc1ccc(C=C2SC(=S)N(c3ccccc3)C2=O)cc1
→ i | -0.2 | 6% | 3% | ? | -1.2% | / | -15% | 1%
Clc1ccc(CN2CCSCC2)cc1Cl
→ i | -3.2 | 0% | 7% | -21% | -0.3% | -1% | -1% | -7%
CCC(C)NC(=O)C1CCN(S(=O)(=O)c2ccc(Br)s2)CC1 (stereo not given)
→ i | 0.6 | 0% | 9% | 7% | 0.1% | 4% | 0% | 14%
Nc1cc(=O)[nH]c(SCC(=O)Nc2ccc(N3CCCCC3)cc2)n1
→ i | 0.6 | 4% | 1% | 2% | -0.5% | -3% | 0% | 2%
CCOC(=O)c1cnc2c(-c3ccc(Cl)cc3)c(C)nn2c1N
→ i | 1.3 | 3% | 7% | 16% | 2.7% | 0% | -6% | 7%
Cc1cc(OCC(F)(F)C(F)(F)C(F)(F)C(F)F)nc(N)n1
→ i | 1.0 | ? | -9% | -6% | -0.9% | -1% | -2% | ?
CC(=O)NC(C)(c1ccccc1)c1nc(-c2cnc3ccccc3c2)cs1 (stereo not given)
→ i | -3.6 | / | 6% | 2% | 7.1% | / | / | -1%
CCN(c1ccccc1)S(=O)(=O)c1ccc(NC(=O)c2cc(=O)c3cc(C)ccc3o2)cc1
→ / | / | 2% | / | / | 0.0% | / | 2% | 2%
Cc1cccc(N2CCN(C(=O)c3ccccc3SCC(=O)N3CCCC3)CC2)c1C
→ i | -5.7 | 23µM* | -3% | -14% | 3.7% | -1% | ? | ?
COc1ccc(N2CCN(C(=O)CSc3ccc([N+](=O)[O-])cc3)CC2)cc1
→ i | 0.5 | ? | -3% | -4% | 0.1% | 4% | -2% | 10%
COCCN(C)C(=O)CCc1nnc(Cc2ccc(-c3ccccc3)cc2)o1
→ i | 1.2 | 0% | 9% | -1% | 3.4% | 1% | 11% | -6%
CCC(=O)N(Cc1ccc2c(c1)OCO2)Cc1cc2cc(OC)ccc2[nH]c1=O
→ i | -0.4 | -11% | -3% | 12%[57.1 µM] | 0.4% | 1% | 2% | -30%
O=c1[nH]c(CN2CCCCC2)ccc1O
→ i | -12 | / | 3% | 7% | -0.9% | / | / | -5%
COc1ccc(C(CNC(=O)COc2cc(C)c(Cl)c(C)c2)N2CCCCC2)cc1 (stereo not given)
→ i | 0.4 | 1%&-5% | 12% | -15% | -0.8%&0.1% | -1% | 0%&-11% | -12%&-4%
CCC(CC)CN1C(N(C)C)=NC[C@@H]1CC(C)C
→ i | 1.9 | 9% | -4% | 14% | 3.5% | 1% | 3% | -7%
CCNC(=O)NC(=O)C(C)OC(=O)c1cccn1C (stereo not given)
→ i | -4.6 | 11% | 6% | -1% | -0.3% | 4% | 17% | -5%
O=C(c1ccc(S(=O)(=O)N2CCCCC2)cc1)N1CCN(Cc2ccc3c(c2)OCO3)CC1
→ i | 0.1 | ? | 5% | 0% | 0.4% | -1% | 1% | -9%
CCOC(=O)c1c(-c2ccc(OC)cc2)csc1/N=C/N(C)C
→ i | 2.7 | -3% | 8% | 18% | 2.0% | 0% | 11% | -2%
CC(C)N(C(=O)Cn1c(SCC(=O)NCc2ccc3c(c2)OCO3)nc2ccccc21)C(C)C
→ i | 1.2 | 0% | 1% | -1% | -1.0% | 1% | -2% | 17%

3 compounds out of the list above, arranged by their value in CCT chaperon mod, falling.
compound | pAkt inh | CCT chaperon mod | EPAC2 antag | Nrf2 activator | Mm-Cpn inhibitor | TGFb SMAD3 inh
CS(=O)(=O)NCc1ccc(C(=O)NC2CCCCC2)cc1 | i | 1.9 | 9% | 0.2% | 0% | 17%
COCCN(C)C(=O)CCc1nnc(Cc2ccc(-c3ccccc3)cc2)o1 | i | 1.2 | -1% | 3.4% | 1% | -6%
C/C(=N\NC(=O)c1cccc(C)c1O)c1ccc(NC(=O)Cc2ccccc2)cc1 | i | 0.9 | 13% | -0.5% | 1% | -23%

An excerpt. The share of hits here may be higher or lower than overall.
